IL-1B inflam inh: inhibitors of inflammasome signaling (IL-1 beta secretion); THP-1 LPS/ATP IL-1B secretion, AlphaLISA, 16 h; hits give low values; AID 743279; hit rate 4.7% among 360,000; activity change, % at 57.5 µM; in the data active means activity change below about -50%; inconclusive means mostly about -30% to -49%; further: on the % scale 0 is the no-effect control and ±100 the full control effect
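Secreted IL-1B measured by AlphaLISA bead assay after 16 h compound exposure of THP-1 cells; compounds (final up to 57.5 uM) added 1 h before LPS (250 ng/mL) and ATP (1.25 mM) stimulation; lower signal means less secretion.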
MCF10A rereplic: DNA re-replication induction in MCF 10a cells; MCF 10A DNA re-replication, Hoechst nuclear intensity, 48 h; Potency, µM (top dose mostly 46.1 µM), for the others: at the highest dose activity, positive = re-replication, usual class: activators; hit rate 2.9% among 350,000; further: potency means the concentration at half of the fitted maximal effect; % of control where 0% means no effect; nearly all actives have a fitted effect of over 50% in size
HT1080-NT tox: kills 2HG-producing HT-1080-NT fibrosarcoma cells; HT-1080-NT fibrosarcoma viability, CellTiter-Glo ATP luminescence, 48 h; Potency, µM (top dose mostly 46.1 µM), inactives show at the highest dose activity, negative = less viability, actives largely listed as cytotoxic; hit rate 1.6% among 360,000; AID 686970;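 further: NT is the 2HG producing partner of a matched IDH1 knockdown line; potency means the concentration at half of the fitted maximal effect; 0% = DMSO-treated cells and -100% = media-only wells without cells; nearly all actives have a fitted effect of over 55% in size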
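Compounds were tested in concentration-response format on HT-1080-NT cells for 48 hours at 37 degrees C. Cell viability came from CellTiter-Glo luminescence; curves were classified by r2, response magnitude and activity.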
HT1080 IDH1KD tx: HT-1080 IDH1 knockdown cell toxicity (counter line) | Potency, µM (series often up to 46.1 µM), without a hit: at the highest dose activity, negative = toxicity, usual class: cytotoxic | hit rate 2% among 360,000 | HT-1080 IDH1 knockdown viability, ATP luminescence, 48 h;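 further: potency means the concentration at half of the fitted maximal effect; 0% = DMSO wells and -100% = cell-free medium wells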
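Assay cells: HT-1080 with IDH1 knockdown, 750 per well, RPMI/5% FBS. Exposure: 48 h at 37 °C following 2 h pre-incubation. Read: CellTiter-Glo luminescence; fitted concentration-response, curve class assigned.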
KB-V1 cytotox: kills drug-selected multidrug resistant KB-V1 cells; AID 1347076; hit rate 3.4% among 400,000; KB-V1 MDR cells viability, CellTiter-Glo, 72 h; Potency, µM (top dose mostly 46.1 µM), without a hit: at the highest dose activity change, negative = cytotoxicity, hits mostly cytotoxic; further: potency means the concentration at half of the fitted maximal effect; on the % scale 0 is the no-effect control and ±100 the full control effect; nearly all actives have a fitted effect of over 60% in size
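Cells of the MDR subline KB-V1 are plated, dosed with compound at multiple concentrations, and incubated 72 h at 37 degrees C; CellTiter-Glo is then added and luminescence read after 10 min.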
KB-3-1 tox: kills parental KB-3-1 adenocarcinoma cells; KB-3-1 viability, CellTiter-Glo ATP luminescence, 72 h; Potency, µM (doses to about 46.1 µM), without a hit: at the highest dose activity change, negative = cytotoxic, most hits filed as cytotoxic; hit rate 1.4% among 400,000; AID 1347075; further: potency means the concentration at half of the fitted maximal effect; on the % scale 0 is the no-effect control and ±100 the full control effect; nearly all actives have a fitted effect of over 60% in size
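Using CellTiter-Glo luminescence, growth of non-resistant KB-3-1 adenocarcinoma cells is assessed 72 h after pin-tool compound addition at 37 °C. Normalized responses across the concentration series yield fitted curves.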
ATXN2 expr inh: inhibitors of ATXN2 expression; HEK-293 ATXN2-luciferase reporter, luminescence, 24 h; Potency, µM (titrated, usually from 57 µM), without a hit: at the top dose activity change, negative = inhibition, hits mostly inhibitors; hit rate 0.72% among 360,000; further: potency means the concentration at half of the fitted maximal effect; on the % scale 0 is the no-effect control and ±100 the full control effect; nearly all actives have a fitted effect of over 55% in size
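qHTS (up to 57 uM final) was run with 24 h compound exposure of reporter cells at 37 °C. Each well was multiplexed: SteadyGlo luminescence measured ATXN2-luciferase expression after a fluorogenic Gly-Phe-AFC viability readout (25 uM final).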
SW480 rerep: inducers of DNA re-replication in SW480 colon cancer cells; Potency, µM (doses to about 46.1 µM), for the others: at the top dose re-replication activation, hits mostly activators; SW480 DNA re-replication, Hoechst DNA content imaging, 48 h; hit rate 1.8% among 340,000; further: potency means the concentration at half of the fitted maximal effect; % of control where 0% means no effect; nearly all actives have a fitted effect of over 55% in size
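Image-based DNA-content assay: after two days of treatment, nuclei were labelled with the DNA dye Hoechst and imaged, and hits were compounds raising the count of nuclei showing high fluorescence intensity.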
S2 tox: reduces viability in counter-screen for ATXN expression inhibitors. S2 cells (HEK-293 line with an ATXN2-luciferase reporter) viability, CellTiter-Fluor protease fluorescence, 24 h. Potency, µM (titrated, usually from 56.7 µM), most hits filed as cytotoxic. hit rate 0.49% among 400,000. AID 651635; further: potency means the concentration at half of the fitted maximal effect; nearly all actives have a fitted effect of over 40% in size
Active calls of the source: *; [ ] = dose if it differs, or a comment. Unless noted, the call rests on the fitted dose curve; in most records, active means well fitted curve in the direction sought with a large enough effect; inconclusive means small, poorly fitted or top-dose-only effect, or another doubt; inactive means no such curve, though single readings can be large; an effect the other way counts as inactive or inconclusive.

`CC(C)(C)NC(=O)CSc1nnc(Cc2ccccc2)n1CC1CCCO1` (stereo not drawn) gave IL-1B inflam inh -11, MCF10A rereplic -6%, HT1080-NT tox 1%, HT1080 IDH1KD tx 4%, KB-V1 cytotox 17%, KB-3-1 tox 0%, ATXN2 expr inh -13%, SW480 rerep 6% and S2 tox inactive.
`OCCC1CN(Cc2cnc(-c3ccc(Cl)cc3)nc2)CCN1C1CCCC1` (stereo not drawn) gave IL-1B inflam inh -73*, MCF10A rereplic 2%, HT1080-NT tox inconclusive, HT1080 IDH1KD tx inconclusive, KB-V1 cytotox -17%, KB-3-1 tox -30%, ATXN2 expr inh inconclusive, SW480 rerep 30% and S2 tox inactive.
Cc1ccc(NC(=O)CC2Nc3cc(C)c(C)cc3NC2=O)c(C)c1 (stereo not drawn) was read as KB-V1 cytotox inconclusive, KB-3-1 tox 11%, ATXN2 expr inh 31% and S2 tox inactive.
Screening CC(=O)c1cccc(NC(=O)c2ccc3c(c2)OCO3)c1 returned IL-1B inflam inh -8, MCF10A rereplic inconclusive, HT1080-NT tox 3%, HT1080 IDH1KD tx 0%, KB-V1 cytotox -14%, KB-3-1 tox 0%, ATXN2 expr inh 41%[activator], SW480 rerep -34% and S2 tox inactive.
Screening O=C(COc1ccc(Cl)cc1Cl)Nc1ccccc1F returned IL-1B inflam inh -19, MCF10A rereplic inconclusive, HT1080-NT tox inconclusive, HT1080 IDH1KD tx -17%, KB-V1 cytotox -27%, KB-3-1 tox inconclusive, ATXN2 expr inh 107%[activator], SW480 rerep inconclusive and S2 tox inactive.
COc1ccc(OC)c(CCNC(=O)c2cnn(-c3ccccc3)c2-n2cccc2)c1 was read as KB-V1 cytotox -38%, KB-3-1 tox -3%, ATXN2 expr inh inconclusive and S2 tox inactive.
Screening COc1ccc(N2CCN(C(=O)COC(=O)c3oc4ccc(OC)cc4c3C)CC2)cc1 returned IL-1B inflam inh 18, MCF10A rereplic 3%, HT1080-NT tox 0%, HT1080 IDH1KD tx 0%, KB-V1 cytotox 22%, KB-3-1 tox 28%, ATXN2 expr inh -12%, SW480 rerep -2% and S2 tox inconclusive.
`COc1ccc(C(=O)NCCc2cccc(Cl)c2)cc1OC1CCN(C(C)=O)CC1` gave IL-1B inflam inh -22, MCF10A rereplic 0%, HT1080-NT tox 0%, HT1080 IDH1KD tx -2%, KB-V1 cytotox inconclusive, KB-3-1 tox 0%, ATXN2 expr inh 11%, SW480 rerep 15% and S2 tox inactive.
For CC1CCCN(CC(=O)NC(=O)NC2CCCCC2)C1 (stereo not drawn) the results were IL-1B inflam inh 5, MCF10A rereplic 0%, HT1080-NT tox 6%, HT1080 IDH1KD tx -6%, KB-V1 cytotox 0%, KB-3-1 tox -5%, SW480 rerep -4% and S2 tox inactive.
Screening Cn1c(=O)c2c(ncn2CC(=O)NC[C@H]2O[C@@H](n3cnc4c(N)ncnc43)[C@H](O)[C@@H]2O)n(C)c1=O returned IL-1B inflam inh 4, MCF10A rereplic -9%, HT1080-NT tox 0%, HT1080 IDH1KD tx -1%, KB-V1 cytotox 2%, KB-3-1 tox -8%, ATXN2 expr inh 3%, SW480 rerep 0% and S2 tox inactive.
Screening Cc1cccc(C(=O)NNC(=O)c2ccco2)c1 returned IL-1B inflam inh -13, MCF10A rereplic 8%, HT1080-NT tox 4%, HT1080 IDH1KD tx 0%, KB-V1 cytotox 0%, KB-3-1 tox -6%, ATXN2 expr inh 0%, SW480 rerep -6% and S2 tox inactive.
For COc1cccc(NC(=O)CN2C(=O)c3ccccc3Sc3ncccc32)c1 the results were KB-V1 cytotox 3%, KB-3-1 tox 8%, ATXN2 expr inh 9% and S2 tox inconclusive.
COc1ccc(-c2cc(-c3ccccc3)nc(N)n2)c(O)c1 was read as IL-1B inflam inh inconclusive, MCF10A rereplic 14%, HT1080-NT tox -1%, HT1080 IDH1KD tx inconclusive, KB-V1 cytotox 21µM*, KB-3-1 tox inconclusive, ATXN2 expr inh 56%[activator], SW480 rerep 3% and S2 tox inactive.
`COc1ccc(/C=N/N(c2ccccc2)c2ccccc2)cc1O` gave IL-1B inflam inh -25, MCF10A rereplic inconclusive, HT1080-NT tox -1%, HT1080 IDH1KD tx -6%, KB-V1 cytotox 8%, KB-3-1 tox -2%, ATXN2 expr inh -13%, SW480 rerep -11% and S2 tox inactive.
COCCCNC(=S)Nc1ccccc1C was read as IL-1B inflam inh 5, MCF10A rereplic inconclusive, HT1080-NT tox -3%, HT1080 IDH1KD tx -1%, KB-V1 cytotox -12%, KB-3-1 tox 0%, ATXN2 expr inh 1%, SW480 rerep -4% and S2 tox inactive.
Screening O=C(Nc1ccc(F)cc1)N1CCN(c2ccccc2F)CC1 returned KB-V1 cytotox 0%, KB-3-1 tox 4%, ATXN2 expr inh 8% and S2 tox inactive.
`O=C1C2C3C=CC(C3=C3CCCCC3)C2C(=O)N1c1ccccc1` (stereo not drawn) gave IL-1B inflam inh -17, MCF10A rereplic inconclusive, HT1080-NT tox 23%, HT1080 IDH1KD tx 24%, KB-V1 cytotox -4%, KB-3-1 tox 0%, ATXN2 expr inh -5%, SW480 rerep 0% and S2 tox inactive.
Screening CC(C)(C)N(CC#CCC(O)(c1ccccc1)c1ccccc1)CCO returned IL-1B inflam inh -3, MCF10A rereplic 0%, HT1080-NT tox -5%, HT1080 IDH1KD tx 7%, KB-V1 cytotox -1%, KB-3-1 tox 4% and SW480 rerep 10%.
For Cn1cc([N+](=O)[O-])c(C(=O)Nc2ccn(C34CC5CC(CC(C5)C3)C4)n2)n1 the results were IL-1B inflam inh -13, MCF10A rereplic inconclusive, HT1080-NT tox inconclusive, HT1080 IDH1KD tx inconclusive, KB-V1 cytotox 15µM*, KB-3-1 tox 4.6µM*, ATXN2 expr inh 6%, SW480 rerep inconclusive and S2 tox inactive.
Cc1nnsc1C(=O)NNS(=O)(=O)c1cc(C(F)(F)F)cc(C(F)(F)F)c1 was read as IL-1B inflam inh 39, MCF10A rereplic 5%, HT1080-NT tox -11%, HT1080 IDH1KD tx 2%, KB-V1 cytotox 20%, KB-3-1 tox -1%, ATXN2 expr inh 0%, SW480 rerep -9% and S2 tox inactive.
COC(=O)c1c(-c2ccc(C(C)(C)C)cc2)csc1NC(=O)C1C2CCC(O2)C1C(=O)O (stereo not drawn) was read as IL-1B inflam inh 16, MCF10A rereplic 12%, HT1080-NT tox 5%, HT1080 IDH1KD tx 8%, KB-V1 cytotox 28%, KB-3-1 tox -7%, ATXN2 expr inh 3%, SW480 rerep -9% and S2 tox inactive.
`COc1ccc(NC2CCCN(C(=O)c3cccnc3)C2)cc1` (stereo not drawn) gave IL-1B inflam inh 6, MCF10A rereplic 3%, HT1080-NT tox 4%, HT1080 IDH1KD tx -3%, KB-V1 cytotox 11%, KB-3-1 tox 1%, SW480 rerep 1% and S2 tox inactive.
`O=C(N/N=C1\CCCc2ccccc21)C(O)c1ccccc1` (stereo not drawn) gave IL-1B inflam inh 25, MCF10A rereplic -9%, HT1080-NT tox -5%, HT1080 IDH1KD tx 0%, KB-V1 cytotox 12%, KB-3-1 tox 10%, ATXN2 expr inh 4%, SW480 rerep 14% and S2 tox inactive.
`Cc1cc(Br)ccc1NC(=O)CN(C)C(=O)c1cc(S(=O)(=O)N(C)C)ccc1N1CCCC1` gave IL-1B inflam inh -2, MCF10A rereplic 1%, HT1080-NT tox 1%, HT1080 IDH1KD tx 6%, KB-V1 cytotox inconclusive, KB-3-1 tox 25%, ATXN2 expr inh 6%, SW480 rerep -2% and S2 tox inactive.
For Cc1ccnc(NC(=O)c2ccc(COc3ccc(Cl)cc3)o2)c1 the results were IL-1B inflam inh -19, MCF10A rereplic 18%, HT1080-NT tox 9%, HT1080 IDH1KD tx 1%, KB-V1 cytotox 0%, KB-3-1 tox 0%, ATXN2 expr inh 34%, SW480 rerep 6% and S2 tox inactive.
For CCOc1ccccc1NC(=O)N1CCCC1C(=O)NCc1cccs1 (stereo not drawn) the results were IL-1B inflam inh 6, MCF10A rereplic 5%, HT1080-NT tox 12%, HT1080 IDH1KD tx 4%, KB-V1 cytotox -6%, KB-3-1 tox -19%, ATXN2 expr inh 5%, SW480 rerep 12% and S2 tox inactive.
`Nc1nc(-c2ccco2)nn1C(=O)CCc1ccccc1` gave IL-1B inflam inh 0, MCF10A rereplic -5%, HT1080-NT tox 19%, HT1080 IDH1KD tx 16%, KB-V1 cytotox 2%, KB-3-1 tox 9%, ATXN2 expr inh 5%, SW480 rerep 2% and S2 tox inactive.
`CC1CCCC(C)N1C(=O)COc1ccc(C(=O)N/N=C/c2ccc(C(=O)O)cc2)cc1` (stereo not drawn) gave IL-1B inflam inh -5, MCF10A rereplic 2%, HT1080-NT tox 14%, HT1080 IDH1KD tx 20%, KB-V1 cytotox 19%, KB-3-1 tox 23%, ATXN2 expr inh 5%, SW480 rerep -15% and S2 tox inactive.

Not a retest: entries from further up.
For CCOc1ccccc1NC(=O)N1CCCC1C(=O)NCc1cccs1 (stereo not drawn) the results were IL-1B inflam inh 6, MCF10A rereplic 5%, HT1080-NT tox 12%, HT1080 IDH1KD tx 4%, KB-V1 cytotox -6%, KB-3-1 tox -19%, ATXN2 expr inh 5%, SW480 rerep 12% and S2 tox inactive.
`Nc1nc(-c2ccco2)nn1C(=O)CCc1ccccc1` gave IL-1B inflam inh 0, MCF10A rereplic -5%, HT1080-NT tox 19%, HT1080 IDH1KD tx 16%, KB-V1 cytotox 2%, KB-3-1 tox 9%, ATXN2 expr inh 5%, SW480 rerep 2% and S2 tox inactive.
`CC1CCCC(C)N1C(=O)COc1ccc(C(=O)N/N=C/c2ccc(C(=O)O)cc2)cc1` (stereo not drawn) gave IL-1B inflam inh -5, MCF10A rereplic 2%, HT1080-NT tox 14%, HT1080 IDH1KD tx 20%, KB-V1 cytotox 19%, KB-3-1 tox 23%, ATXN2 expr inh 5%, SW480 rerep -15% and S2 tox inactive.
